eIF4E-4G inh: blocks eIF4E binding to eIF4G. TR-FRET eIF4E-eIF4GI(517-606) binding, 2 h. inhibition, % at 21.7 µM. 220,000 compounds, 0.37% hits;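 active = inhibition above about 30%, limit read from the data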;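 also: 0% = full FRET control wells and 100% = background wells lacking eIF4GI fragment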
Hck-Nef inh: inhibitors of human Hck kinase activated by Nef; Recombinant Hck-YEEI plus Nef, Z-Lyte FRET kinase assay; inhibition, % at 20 µM; P08631; AID 463187; 220,000 compounds, 0.68% hits;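 active = Hck-Nef kinase inhibition above about 50%, limit read from the data; inactive = inhibition below that limit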;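 also: 0% = DMSO with Hck plus Nef and 100% = Hck alone without Nef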
Target sequence (P08631 whole entry, looked up): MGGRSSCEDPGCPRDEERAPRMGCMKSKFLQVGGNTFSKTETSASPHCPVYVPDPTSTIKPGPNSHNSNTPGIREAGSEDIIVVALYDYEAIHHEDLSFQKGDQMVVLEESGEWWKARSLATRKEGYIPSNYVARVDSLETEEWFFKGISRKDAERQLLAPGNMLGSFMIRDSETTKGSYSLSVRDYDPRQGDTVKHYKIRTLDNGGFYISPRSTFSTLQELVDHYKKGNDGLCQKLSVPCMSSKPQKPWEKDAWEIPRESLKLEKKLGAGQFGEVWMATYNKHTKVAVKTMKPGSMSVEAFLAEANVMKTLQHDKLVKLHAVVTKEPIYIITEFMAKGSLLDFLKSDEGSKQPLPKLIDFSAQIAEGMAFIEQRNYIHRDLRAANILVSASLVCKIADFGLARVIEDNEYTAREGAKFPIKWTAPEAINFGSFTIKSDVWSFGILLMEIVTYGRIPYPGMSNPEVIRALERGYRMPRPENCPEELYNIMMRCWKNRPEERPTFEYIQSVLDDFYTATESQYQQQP
zVAD death inh: L929 zVAD cell death inhibition | L929 zVAD necroptosis rescue, ATP luminescence, 24 h; with zVAD 60 µM | viability rescue, % at 10 µM | 220,000 compounds, 0.38% hits | AID 1377;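 active = activation, scaled between plate controls, above about 75%, limit read from the data; inactive = activation under that limit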;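 also: 0% = zVAD with DMSO and 100% = DMSO alone without zVAD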
14-3-3 Bad inh: disrupts binding of bovine 14-3-3 zeta to phospho-Bad peptide. inhibition, % at 21.7 µM. 220,000 compounds, 0.71% hits. TR-FRET 14-3-3zeta/Dy647-pBad peptide displacement, 1 h. P63103;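 active = inhibition above about 70%, limit read from the data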;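 also: 0% = full 14-3-3 plus peptide FRET controls and 100% = background without 14-3-3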
TbHK1 inh: blocks Trypanosoma brucei hexokinase 1 activity; recombinant TbHK1, G6PDH-coupled NADH A340; inhibition, % at 10 µM; 220,000 compounds, 0.11% hits; AID 1430;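 active = inhibition of 50% or more in the single-dose primary screen; inactive = inhibition below 50%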
Calpain2 inh: calpain II (pig) inhibition; purified calpain II, fluorogenic peptide substrate, 30 min; inhibition, % at 16 µM; 220,000 compounds, 0.37% hits;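 active = inhibition above about 50%, limit read from the data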
EP2 modulator: EP2 receptor (human) modulation; induction, % at 25 µM; AID 940; 260,000 compounds, 0.83% hits; EP2-expressing cells, cAMP HTRF FRET, PGE2 co-stimulation; P43116;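 active = compounds whose cAMP rise, as percent of the full-agonist control response, exceeds 60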;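 also: rat C6 glioma line stably carrying human EP2 under a CMV promoter; the protocol text gives 20 µM as final concentration; 100% = response of wells given 1 µM PGE2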
Target sequence (P43116 whole entry, looked up): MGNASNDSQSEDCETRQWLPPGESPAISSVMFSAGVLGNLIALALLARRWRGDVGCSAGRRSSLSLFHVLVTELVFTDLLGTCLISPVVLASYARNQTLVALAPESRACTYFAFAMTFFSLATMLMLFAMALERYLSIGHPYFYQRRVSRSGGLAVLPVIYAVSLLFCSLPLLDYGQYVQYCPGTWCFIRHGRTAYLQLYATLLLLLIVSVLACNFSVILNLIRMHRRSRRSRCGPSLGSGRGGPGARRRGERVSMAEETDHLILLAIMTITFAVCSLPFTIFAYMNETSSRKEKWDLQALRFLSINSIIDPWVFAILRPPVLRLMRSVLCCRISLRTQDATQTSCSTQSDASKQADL
Rad51 HR inh: blocks human Rad51 in homologous recombination; Q06609; AID 1385; inhibition, % at 10 µM; hRad51 DNA strand exchange, fluorescence dequenching; 200,000 compounds, 0.085% hits;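 active = inhibition above 40% at the single screening dose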;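 also: 0% = DMSO control wells and 100% = blanks with heterologous ssDNA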
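material = hRad51 filaments on single-stranded DNA | reagent = Donor/quencher-labelled 47-bp dsDNA substrate | compound = 10 µM final, single point | schedule = strand-exchange reaction 15 min at room temperature | measured by = fluorescein emission 520 nm, excitation 485 nm | read-out basis = % inhibition versus plate control and blank means | benchmarks = plate controls and plate blanks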
EP2 antag: blocks the human prostaglandin E2 receptor EP2. inhibition, % at 25 µM. 260,000 compounds, 0.52% hits. P43116. C6 glioma cells expressing human EP2, cAMP TR-FRET; cells stimulated with saturating PGE2;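 active = percent inhibition above 40 after rounding to a whole number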;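 also: rat C6 glioma host cells with rolipram phosphodiesterase inhibitor present; the protocol text gives 20 µM as final concentration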
Active calls of the source: *; x = not tested or not shown; & = joins results of further samples; [ ] = another dose, or the depositor's remark. A portion of the library (hit frequency here may not be typical).

Start of the listing, in advance (two entries):
Values run as follows: eIF4E-4G inh | Hck-Nef inh | zVAD death inh | 14-3-3 Bad inh | TbHK1 inh | Calpain2 inh | EP2 modulator | Rad51 HR inh | EP2 antag
- CCOC(=O)C1=C(O)/C(=C\c2cc(C)n(-c3ccc(F)cc3)c2C)N=C1C
 : -3 | 0 | 29 | 3 | -7 | 1 | -46 | -8 | 9
- COc1ccc(-c2ccc(-c3noc(C)n3)c(OC)n2)cc1
 : 2 | 0 | 0.0 | 9 | -12 | -192 | 16 | -7 | 8

The whole of this part, from the start:
Values run as follows: eIF4E-4G inh | Hck-Nef inh | zVAD death inh | 14-3-3 Bad inh | TbHK1 inh | Calpain2 inh | EP2 modulator | Rad51 HR inh | EP2 antag
- CCOC(=O)C1=C(O)/C(=C\c2cc(C)n(-c3ccc(F)cc3)c2C)N=C1C
 : -3 | 0 | 29 | 3 | -7 | 1 | -46 | -8 | 9
- COc1ccc(-c2ccc(-c3noc(C)n3)c(OC)n2)cc1
 : 2 | 0 | 0.0 | 9 | -12 | -192 | 16 | -7 | 8
- COc1ccc(COc2cc(-c3cccc(OC)c3)nc3ccc(NC(C)=O)cc23)cc1
 : -3 | -3 | 8.0 | 7[fluorescence artefact?] | -9 | -38 | -19 | 0 | 10
- CC(C)CNC(=O)NC1C(NC(=O)NCC(C)C)N(C)C(=O)N1C (stereo not drawn)
 : 11 | 6 | 0.1 | 8 | 57* | 15 | 2 | 7 | 15
- O=C(N/C(=C/c1ccc(Br)cc1)C(=O)N1CCCC1=O)c1ccco1
 : 0 | 20 | 1.7 | -16 | -16 | -37 | 11 | 24 | 4
- COCCSc1nc(N)c(NC(=O)c2ccc(OC)cc2)c(=O)[nH]1
 : 1 | 1 | -0.4 | 12 | -6 | -16 | -5 | x | 4
- CCC(=O)Nc1ccccc1C(=O)NC1CCCCC1
 : 1 | -11 | -0.7 | -2 | 16 | -14 | 2 | 3 | 6
- CNC(=O)CC1C(=O)N(Cc2ccccc2)C(=S)N1NC(=O)c1cccc(F)c1 (stereo not drawn)
 : 5 | -3 | -0.4 | 6 | 0 | -5 | 4 | 7 | 3
- CN1CCN(C(=O)CN(c2cccc(Cl)c2)S(=O)(=O)c2ccccc2)CC1
 : -3 | 1 | -0.4 | -2 | -2 | -19 | 3 | 0 | 12
- S=c1[nH]nc(-c2ccccc2)n1C1C=CCCC1 (stereo not drawn)
 : -1 | 2 | 1.5 | 0[fluorescence artefact?] | 8 | -2 | 26 | 8 | 7
- COC(=O)c1cc(=O)n(Cc2cccs2)c(=NCc2cccs2)s1
 : -9 | 2 | 0.3 | -4 | 22 | 17 | 31 | 3 | 3
- C=CCOc1ccccc1C1NC(=O)NC(C)=C1C(=O)NCc1ccccc1 (stereo not drawn)
 : -12 | 2 | 0.4 | -3 | -8 | -34 | 16 | 4 | 5
- O=C(Oc1cccc(-n2cnnn2)c1)c1ccccc1Cl
 : 2 | 26 | -0.2 | -5 | 5 | 16 | -35&-15 | -4 | 7&3
- CSc1nc(-c2ccc(Cl)cc2)nn1S(=O)(=O)c1ccc(Cl)cc1
 : -2 | 9 | 0.3 | -8 | -1 | -14 | 51 | 3 | 12
- Cc1cc(NC(=O)CSc2ncccc2C(=O)O)no1
 : 1 | 20 | 42 | -6 | 1 | -24 | 21 | 15 | 4
- COCCCN(C(=O)c1ccco1)c1nc(-c2cc(OC)ccc2OC)cs1
 : -18[fluorescence artefact?] | 2 | 0.0 | 11 | 3 | -277 | 75* | 1 | 4
- CC(C)C(=O)Nc1cccc(C(=O)OCC(=O)c2ccc(Cl)cc2Cl)c1
 : -4 | 5 | 0.5 | 6 | -2 | 20 | -27 | 1 | 7
- O=C(O)CC12CC3CC(C1)CC(n1cncn1)(C3)C2
 : 0 | 0 | 1.4 | 23 | -5 | -13 | 23 | 3 | 9
- O=C(O)CCC(=O)Nc1nc(-c2ccccc2)cs1
 : 2[fluorescence artefact?] | -1 | -0.1 | -4[fluorescence artefact?] | -4 | -8 | 22 | 2 | 13
- Clc1cc(Cl)c(OCc2nc(-c3ccccn3)no2)cc1Cl
 : 7 | 4 | -0.7 | 7 | 1 | -7 | -7 | 4 | 14
- CCCCOc1ccc(C(=O)N/C(=C/C=C/c2ccccc2)C(=O)O)cc1
 : 3 | 19 | 21 | -1 | -5 | -16 | -3 | 5 | 1
- CN1C[C@@H]2C(c3ccc(C(F)(F)F)cc3)C3(c4cccnc4)CC2(C3)[C@H]1c1ccccc1 (stereo partly drawn)
 : 0 | 30 | -0.4 | -4 | 1 | 4 | 2 | -3 | 10
- CSc1ccc(C(=O)C2CCCN(C(=O)c3cccc(N4CCOCC4)c3)C2)cc1 (stereo not drawn)
 : 8 | 25 | 2.0 | 9 | -11 | -14 | -62 | 4 | 13
- CNC(=O)c1[nH]cnc1C(=O)N[C@@H](C)C(=O)OCc1ccccc1
 : -3 | 30 | 1.8 | 4 | -1 | 16 | 11 | 0 | 9
- Cc1ccc(C)n1-c1c(C(=O)NN)cnn1-c1ccccc1
 : -1 | 3 | 1.4 | -11 | 3 | -18 | 4 | 1 | 6
- CC(C)CCOc1ccc(C(=O)NCCC(=O)N2CCOCC2)cc1
 : 4[fluorescence artefact?] | 13 | -0.2 | -2[fluorescence artefact?] | 5 | 1 | -11 | -37 | 2
- CCOC(=O)C(CC)/C(C)=N\NC(=O)c1cccc(C)c1 (stereo not drawn)
 : 2 | 5 | 15 | -13 | -4 | -19 | 18 | 5 | 10
- CCOC(=O)c1[nH]c2ccc(OC)cc2c1NC(=S)N1CCN(c2ccccn2)CC1
 : -7 | -1 | 0.9 | -6 | -7 | -9 | 0 | -3 | 14
- O=C(OCc1ccc(Cl)cc1Cl)c1cccnc1Cl
 : -4 | 1 | 0.1 | 2 | 2 | -20 | -8 | 5 | 12
- CCC(=O)N1CCN(c2ccccc2NC(=O)COc2cc(C)ccc2C(C)C)CC1
 : -1 | 6 | 0.8 | -6 | -11 | 30 | -26 | 1 | 5
- COc1ccccc1NC(=O)c1ccc(NC(=O)CN2C(=O)CN(C)C2=O)cc1
 : 6 | 23 | 1.5 | -1 | -2 | -5 | -26 | 9 | 9
- Cc1ccc2ccccc2[n+]1CCCS(=O)(=O)[O-]
 : 2 | 1 | 1.3 | 7 | -3 | -12 | 12 | 1 | 21
- Cc1ccc2cc(CN(CCCN(C)C)C(=S)NCc3ccccc3)c(=O)[nH]c2c1C
 : -3 | 20 | 0.7 | -11 | 5 | -39 | -5 | 5 | 15
- C=CCOc1ccc(C2/C(=C(\O)c3ccc(F)cc3)C(=O)C(=O)N2CCCN(C)C)cc1 (stereo not drawn)
 : 10 | 0 | -0.2 | -5 | -17 | -44 | 12 | 6 | 17
- CC(C)NCC(O)(c1ccc(Cl)cc1)c1ccc(Cl)cc1
 : -1 | 19 | 2.9 | -4 | 2 | -2 | 16 | 9 | 0
- CN(C)/C=C/C(=O)c1ccc(C(F)(F)F)cc1F
 : 1 | 0 | 1.8 | -8 | -7 | 26 | -8 | 4 | 2
- O=C(CSCC(=O)Nc1nccs1)Nc1ccccc1
 : -4 | 1 | -0.3 | -4 | 5 | 21 | 12&-11 | 4 | -1&8
- O=C(CCc1ccccc1)Nc1c(F)c(F)c(F)c(F)c1F
 : -18 | 0 | 1.3 | -2 | -7 | -4 | -26 | 2 | 9
- N/C(=N\OC(=O)CCC1CCCCC1)c1cccnc1
 : -8[fluorescence artefact?] | -1 | -0.1 | -4 | -5 | 19 | 1 | -2 | 8
- CCNC(=O)[C@H]1O[C@@H](n2cnc3c(N)nc(NCCc4ccc(CCC(=O)O)cc4)nc32)[C@H](O)[C@@H]1O
 : -21 | 39 | 1.0 | -3 | -5 | -22 | 20 | 0 | 22
- CC(NC(=O)Nc1nccs1)(C(F)(F)F)C(F)(F)F
 : 0 | -24 | 0.7 | -4[fluorescence artefact?] | 6 | -2 | 2 | -8 | 9
- CCN(Cc1ccncc1)C(=O)CCc1nnc(CCC2CCCCC2)o1
 : 2 | 21 | -0.7 | 1 | -5 | 6 | -30 | -6 | 3
- CC(Sc1ccccc1)C(=O)NN=C1CCCCCCC1 (stereo not drawn)
 : -1 | 8 | 0.2 | -3 | 6 | 5 | 5 | x | 7
- CCOc1ccc(S(=O)(=O)NCc2ccco2)c2ccccc12
 : -7 | 4 | 0.0 | -8 | 41 | -105 | 21 | -8 | 2
- O=C(NCc1ccco1)C(Cc1ccccc1)N1C(=O)C2C3C=CC(C3)C2C1=O (stereo not drawn)
 : -3 | 0 | 0.8 | -10[fluorescence artefact?] | 23 | -77 | 0 | -10 | 10
- CNC(=O)CN(c1cccc(Br)c1)S(C)(=O)=O
 : -19[fluorescence artefact?] | 8 | -0.8 | -8[fluorescence artefact?] | -10 | -27 | 34 | -8 | 13
- CN(c1cccc(Cl)c1)S(=O)(=O)c1cccc(C(=O)Nc2nc3ccccc3[nH]2)c1
 : 3 | 0 | 1.4 | 3 | 1 | -20 | -14 | 14 | 11
- O=C(O)c1c2c(nc3ccc(S(=O)(=O)N4CCC(C(=O)N5CCCCC5)CC4)cc13)CCCC2
 : 0 | 17 | 1.6 | 12 | 3 | -27 | 20 | 5 | 10
- CC(C)(C)C1CCC(OC(=O)c2cncc(Br)c2)CC1 (stereo not drawn)
 : 1 | 4 | 2.0 | -3 | -8 | -8 | 12 | 5 | 7
- CC(C)NC(=O)c1c(CSc2ccccc2)noc1C(=O)NCc1ccccc1
 : 1 | 15 | -0.1 | 0 | 0 | 30 | 21 | -9 | 7
- Cc1ccc(-n2cc(CNCCc3cscn3)c(-c3ccc(F)cc3)n2)cc1
 : 3 | 18 | 0.3 | 0 | 11 | -19 | -9 | -2 | 6
- CCc1ccc(CN(C)C(=O)CCc2nnc(-c3ccc(-c4ccccc4)cc3)o2)nc1
 : 5 | 5 | -0.7 | -13 | -11 | 33 | -42 | 19 | 5
- CCOCCc1c(O)nc(SCCOc2ccc(C)c(C)c2)[nH]c1=O
 : 0 | 17 | 4.0 | -8 | -1 | -55 | 2&53 | 2 | 9&23
- COc1ccc(OC)c(-c2cc(C(=O)Nc3cc(C)on3)no2)c1
 : -4 | 1 | 2.8 | 7 | 1 | -53 | -2 | -4 | 9
- Cc1sc2c(c1C)c(=O)n(-c1ccccc1)c1nnc(C)n21
 : 3 | 0 | 0.1 | -9 | 4 | 1 | -6 | 2 | 6
- CN1C(=O)C2(Nc3ccccc3-c3nc4ccccc4n32)c2ccccc21 (stereo not drawn)
 : -3[fluorescence artefact?] | 0 | -0.5 | 3 | -5 | 10 | -6 | -2 | 8
- COCC(=O)OCC(=O)Nc1ccc(Cl)cc1[N+](=O)[O-]
 : 2 | -8 | 2.0 | 1 | -3 | 13 | -10 | -2 | 6
- Cc1cc(C)nc(SCc2ccc(C(=O)N/N=C/c3cccnc3)cc2)n1
 : 3 | 25 | -0.7 | -1 | -10 | 19 | -30 | -14 | 1
- O=C(CCN1CCN(Cc2ccccc2)CC1)Nc1cccc(Cl)c1
 : 0 | 1 | 0.1 | 3 | 4 | -19 | 10 | -1 | 11
- c1ccc(CN(Cc2ccccc2)c2c3c(nc4ncnn24)CCC3)cc1
 : -3 | 16 | -1.3 | 4 | 3 | 13 | 44 | -7 | 11
- Cc1nc(NC(=O)COC(=O)CCC(=O)c2cccs2)c(Cl)cc1Cl
 : 9 | 4 | x | 0 | 2 | -22 | 39 | 0 | 8
- COc1ccc(/C=N/NC(=O)Cn2nc([N+](=O)[O-])cc2C)c(OC)c1OC
 : -1 | -7 | 0.7 | 4 | -15 | 15 | -7 | 27 | 4

Bioassay records as filed in PubChem.
